From PubChem BioAssay
mHtt clearance: clearance of mutant huntingtin inclusions, primary screen, imaging, HeLa Exon1htt(103Q)mCFP, confocal imaging; aggregate imaging; zero = plate's median compound well; inhibition, % at 1.5 µM; 0.42% of 47,000 active;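 active means inhibition of aggregate fluorescence above about 70%, also judged a hit by eye on the cell image, limit read from the data, passing the limit was not always enough; inconclusive means no rule stated for this call; inactive means not judged a hit on image review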;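 further: cells exposed to compound for three days before fixation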
mHtt clearance grain fraction: recorded beside mHtt clearance, whose call it bears; fraction fluorescence in grains; measured here: aggregate grain fluorescence fraction; stronger effect = lower value;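 scaled fraction of total cell fluorescence in grains with unit not stated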
An asterisk follows results filed as active; ? = inconclusive; nt = no result given.

Every second line gives: mHtt clearance	mHtt clearance grain fraction
C=CCNC(=S)NNC(=O)C(CCC(C)C)CC(C)O (centres undefined)
→ -2	28
CCOC(=O)Cn1c(=S)[nH]c2c(oc3ccc(Cl)cc32)c1=O
→ 27	14
CC1CCN(c2ncccc2C(=O)O)CC1
→ -7	43
COc1ccccc1NC(=O)N1CCCC1C(=O)Nc1ccc(NC(C)=O)cc1 (centres undefined)
→ -32	53
COC(=O)[C@H](C)NC(=O)Nc1ccccc1C(F)(F)F
→ -26	39
O=C(CN1CCOCC1)Nc1ccccc1NC(=O)C1CCN(c2ncccn2)CC1
→ 9	32
COc1cccc(/C(O)=C2/C(=O)C(=O)N(c3cc(C)on3)C2c2cccs2)c1 (centres undefined)
→ -14	24
c1ccc(CNc2nc3ccccc3n2CCN2CCOCC2)nc1
→ -9	37
CCOc1ccc(-c2nn[nH]n2)cc1OCC
→ 67	6.1
CO[C@@H]1O[C@@H]2COC(c3ccccc3)O[C@@H]2[C@@H](OC)[C@@H]1O (some centres undefined)
→ -15	22
NC(=O)C1CCN(CC(=O)c2c[nH]c3ccc(F)cc23)CC1
→ 6	18
O=C(C1CCC(=O)N1C1CCCCC1)N1CCN(c2ccc(F)cc2)CC1 (centres undefined)
→ -44	49
N#CN(CC(N)=O)c1nc(N2CCCCC2)nc(N2CCCCC2)n1
→ 55	16
COc1ccc(S(=O)(=O)NC(CC(=O)NCc2ccco2)C(C)C)cc1 (centres undefined)
→ -11	48
CC1CC1C(=O)NCCc1ccc(Cl)cc1 (centres undefined)
→ -39	27
CC(=O)Nc1ccc(NC(=O)COC(=O)c2ccc(C)s2)cc1
→ -34	30
COc1ccccc1OC(=O)C1CC(=O)N(c2ccc(Cl)cc2)C1 (centres undefined)
→ -17	23
Cc1cc(C(=O)NCc2cccnc2)n(-c2ccccc2)n1
→ -4	32
CCn1c(SCC(=O)Nc2cccc(OC)c2)nnc1-c1ccc(Cl)cc1
→ 14	18
CC(=O)NC(NC(C)=O)c1ccc(Br)cc1
→ 6	34
O=C(COc1ccc(S(=O)(=O)NCc2ccccc2)cc1)NCC1CCCO1 (centres undefined)
→ 22	15
Cc1ccc(NCc2nnc3n2CCCCC3)cc1
→ -42	25
COc1ccc(S(=O)(=O)NCc2ccc(C)cc2)cc1
→ -16	24
c1ccc(-c2nnc(SCc3nc4ccccc4[nH]3)n2Cc2ccco2)nc1
→ -34	58
CCOC(=O)c1sc(NC(=O)CSc2ccccn2)c(C#N)c1C
→ 10	16
CC(C)(C)C1CCc2c(sc(NC(=O)c3ccco3)c2C(N)=O)C1 (centres undefined)
→ -20	23
N=c1c2c(-c3ccccc3)c(-c3ccccc3)oc2ncn1CCN1CCOCC1
→ 22	26
Fc1ccc(-c2csc3[n+]2CCS3)cc1
→ -25	23
COc1ccc(-c2cc(C3CCN(c4ccc(C(C)=O)cc4[N+](=O)[O-])CC3)[nH]n2)cc1
→ 20	30
CCOC(=O)c1sc(NC(=O)CN2CCCC2)c(C(=O)OCC)c1C
→ -75	36

Compounds above with two or more sulfur atoms:
Every second line gives: mHtt clearance	mHtt clearance grain fraction
CCOC(=O)c1sc(NC(=O)CSc2ccccn2)c(C#N)c1C
→ 10	16
Fc1ccc(-c2csc3[n+]2CCS3)cc1
→ -25	23

New compounds follow
Every second line gives: mHtt clearance	mHtt clearance grain fraction
Cc1nnc(C)n1/N=C/c1ccc(C(=O)O)cc1
→ -8	20
COc1cc(C(=O)CSc2nnc(-c3ccc(O)cc3)n2CC2CCCO2)ccc1NC(C)=O (centres undefined)
→ 8	39
CC1C=CC(C)C(C(=O)O)C1C(=O)O (centres undefined)
→ 28	14
COc1ccc(C(=O)COC(=O)CN2CC(=O)Oc3ccccc32)cc1Br
→ -69	31
CCN(CC)CCCNC(=O)c1nn(-c2cccc(OC)c2)c(=O)c2ccccc12
→ -60	34
Cc1ccc(OCCOCCNC(C)C)c(Br)c1
→ 7	28
O=C1CC(c2ccco2)Sc2nc3ccccc3n21 (centres undefined)
→ -18	46
CCCn1nnc(NC(=O)c2ccc(-c3ccccc3)cc2)n1
→ -27	25
CCC1CCCCN1CCCNC(=O)Cn1nc(-c2ccccc2)ccc1=O (centres undefined)
→ 32	23
CCOc1ccc(-n2c(SCc3ccc(C#N)cc3)nnc2-c2cccnc2)cc1
→ -7	39
Cc1nnc(SCC(=O)Nc2ncc(Cl)cc2Cl)n1Cc1ccccc1
→ -8	19
CCc1n[nH]c2c1/C(=N/O)CCC2
→ 27	25
CCN(CC)c1ccc(C2NCC(c3ccc([N+](=O)[O-])cc3)O2)cc1 (centres undefined)
→ -11	21
CCc1cccc(C)c1NC(=O)c1cccc(N(C)C)c1
→ -69	35
CCCC/C(O)=N\S(=O)(=O)c1ccc(N=NN(C)C)cc1
→ 28	13
CC1CCN(C(=O)CSc2nc(N)cc(N)n2)CC1
→ -36	49
Cc1ccc2[nH]c3c(c2c1)CCc1cn[nH]c1-3
→ 48	11
CN(c1ccc(C(=O)Nc2ccccc2C(=O)N2CCOCC2)cc1)S(C)(=O)=O
→ 8	18
O=C(NC1CCCCCCC1)c1ccc2c(c1)N(Cc1ccc(F)cc1)C(=O)CS2=O (centres undefined)
→ 6	31
COc1ccc(CCNC(=O)CCCn2c(=O)[nH]c3cc(OC)c(OC)cc3c2=O)cc1OC
→ -27	25
CCCCOC1(c2ccccc2)NC(=S)NN=C1c1ccccc1 (centres undefined)
→ 2	20
Cc1cccc(Oc2sc(C(=O)c3ccccc3)c(N)c2C#N)c1C
→ 13	34
CC(C)[C@H](N)c1nnc(SC/C=C/c2ccccc2)o1
→ -8	39
COC(=O)c1c(NC(=O)COC(=O)Cn2cnc3ccccc32)sc(C)c1C
→ 13	30
CN1C(=O)C(O)(CC(=O)c2cccnc2)c2ccccc21 (centres undefined)
→ -92	32
O=C(O)CC(C(=O)NC1CCCCC1)C1CCCO1 (centres undefined)
→ 40	11
CCCc1cc(=O)n2[nH]c(-c3cc(OC)c(OC)c(OC)c3)nc2n1
→ 48	11
O=C(CCC(=O)OCC(=O)c1ccc(Cl)cc1Cl)Nc1cccc2cccnc12
→ 11	27
COc1cccc(CNc2ccc(F)c(Cl)c2)c1O
→ -45	50
CC(C)Cn1c2c(c(O)c(C(=O)Nc3nccs3)c1=O)CCCC2
→ 33	24
CCOC(=O)N1CCC(NC(=O)Cn2cccc2C(=O)c2ccccc2)CC1
→ -59	29
COc1ccccc1-n1cnnc1SCc1csc(-c2ccccc2)n1
→ 6	20
c1csc(-c2nn[nH]n2)c1
→ 13	33
c1ccc(C(c2ccccc2)N2CCN(Cc3nnnn3C3CCCC3)CC2)cc1
→ 23	29
C=CCn1c(COc2ccccc2C)nnc1SCC(=O)O
→ 16	14
Cc1cc2oc3c(c(=O)c2cc1C)C(c1cccc(Br)c1)N(Cc1ccco1)C3=O (centres undefined)
→ -157	89
COCCCNC(=O)Cn1nc(-c2ccccc2OC)ccc1=O
→ 11	36
O=C(NCCc1cccs1)C1CC(c2ccc([N+](=O)[O-])cc2)=NO1 (centres undefined)
→ 13	34
Cc1ccc(NC(=O)Cc2nc(CSc3nnc(-c4ccc5c(c4)OCO5)o3)cs2)cc1
→ 52	17
CN(C)CC(=O)N1c2ccccc2CCc2ccc(NC(=O)c3ccc(N)cc3)cc21
→ 10	17
COc1cc(Cl)c(C)cc1NC(=O)COC(=O)c1cnc(C)cn1
→ -6	18
Cc1nnc2sc(-c3ccco3)nn12
→ -13	21
O=C(NCc1ccco1)c1ccc(COCC(F)(F)C(F)F)cc1
→ 14	29
COc1ccc(NC(=O)NCCN2CCc3ccccc3C2)cc1
→ -55	31
CCC(C)(C)NC(=O)C(c1ccco1)N(C(=O)Cn1nnc2ccccc21)c1ccc2c(c1)OCO2 (centres undefined)
→ ?	nt
CCCCOC(=O)C(C)c1c(C)[nH]c(=S)[nH]c1=O (centres undefined)
→ 10	31
Cc1ccc(S(=O)(=O)N2CCN(CCO)CC2)cc1-c1nnc2c3ccccc3c(C)nn12
→ -8	21
CSc1ccccc1-c1nnc(-c2ccc(Cl)c(Cl)c2)o1
→ 0	41
O=C(CSc1nnc(C2CC2)n1-c1ccccc1)Nc1ccc(N2CCOCC2)cc1
→ 19	19
COc1cc(C2NC(=O)NC(C)=C2C(=O)OC(C)(C)C)ccc1OCC(N)=O (centres undefined)
→ 5	20
Cc1ccc(Cl)cc1N1CCN(C(=O)c2cc3c(=O)n(C)c4ccccc4c3n2C)CC1
→ -100	74
CC(=O)Oc1ccc(-c2ccc(C(=O)O)cc2)cc1
→ -2	47
COc1cccc(Nc2cc(C)nc3ccccc23)c1
→ 13	17
Cc1ccc(F)cc1NC(=O)C1CCN(c2cnccn2)CC1
→ 32	25
CCOC(=O)c1oc2cc(C)cc(O)c2c(=O)c1-c1csc(C)n1
→ 27	15
CN(C)S(=O)(=O)c1ccc(C(=O)OCC(=O)c2ccc(OC(F)F)cc2OC(F)F)cc1
→ 50	10
Cc1nn(CC(=O)Nc2ccccc2)c(=O)c2ccccc12
→ -13	20
COc1ccc(CCNC(=O)c2c(C)noc2C)cc1
→ -27	50
O=C(OCC(O)C(O)COC(=O)c1ccccc1)c1ccccc1 (centres undefined)
→ -12	20
O=C(NCc1ccco1)C(C(=O)c1ccc(F)cc1)n1ccccc1=O (centres undefined)
→ -24	44

Profiles, looked up by structure. Order of values: mHtt clearance	mHtt clearance grain fraction
Shown for `C=CCn1c(COc2ccccc2C)nnc1SCC(=O)O` : 16	14
Shown for `Cc1cc(C(=O)NCc2cccnc2)n(-c2ccccc2)n1` : -4	32
Shown for `CC(C)[C@H](N)c1nnc(SC/C=C/c2ccccc2)o1` : -8	39

(cont.)
Every second line gives: mHtt clearance	mHtt clearance grain fraction
O=C(CSc1ncnc2c1oc1ccccc12)NCc1ccco1
→ -71	33
COc1ccc(-n2nnnc2SCC(N)=O)cc1
→ 53	9.3
Cc1ccc(-c2ccc(=O)n(CC(=O)N3CCN(c4cccc(C)c4)C(C)C3)n2)cc1 (centres undefined)
→ -77	36
Cc1noc(/C=C/N(C)C)c1S(=O)(=O)N1CCCC(C(=O)NC(C)c2ccccc2)C1 (centres undefined)
→ -14	42
O=C(CN1C(=O)C2CC=CCC2C1=O)NCc1ccc2c(c1)OCO2 (centres undefined)
→ -19	47
O=C1c2ccccc2-c2ncnc3cccc1c23
→ -54	29
CCC(C)NS(=O)(=O)c1ccc(OCC(=O)NCc2ccc3c(c2)OCO3)cc1 (centres undefined)
→ 30	31
O=C(/C=C/N1CCOCC1)c1coc2ccccc12
→ ?	nt
CCc1c(C)sc(NC(=O)c2cc(C)on2)c1C#N
→ -48	32
CC(C)COC(=O)Cc1c(O)c2ccccc2[nH]c1=O
→ 27	33
NNc1nc(NCc2ccccc2)nc(N2CCOCC2)n1
→ 50	11
CN1CCN(C(=O)/C(=C\c2ccccc2)c2ccccc2)CC1
→ -88	44
Cc1ccc(-c2nc3ccccc3s2)cc1NC(=S)NC(=O)c1ccccc1
→ 11	20
CC(C)C(NC(=O)CNC(=O)OC(C)(C)C)C(=O)NCc1ccccc1 (centres undefined)
→ 4	35
CCC(=O)Nc1cc(C(=O)NCC2CCCN2CC)c(OC)cc1N(C)C (centres undefined)
→ -23	22
Cc1ccc(C2(C)NC(=O)N(CC(=O)Nc3cc(C)on3)C2=O)cc1 (centres undefined)
→ -41	57
O=c1c2ccccc2c(C=Nc2ccc(Cl)cn2)c(O)n1-c1cc(Cl)ccc1N1CCOCC1
→ 8	17
COC(=O)C1=C(C)Nc2ncnn2C1c1cccnc1 (centres undefined)
→ 40	24
Cc1ccc(S(=O)(=O)Cn2nnnc2C(c2ccc(F)cc2)N2CCCCC2)cc1 (centres undefined)
→ 44	17
CCS(=O)(=O)Nc1c(C(=O)O)[nH]c2ccccc12
→ -1	37
O=C(OCC#CCSc1nnc(-c2ccc(Br)cc2)o1)c1ccco1
→ 24	26
Clc1ccc(OCCN2CCCCC2)c(Cl)c1
→ -14	24
CCCN1C(=O)/C(=C/c2ccc(C)s2)NC1=S
→ 33	13
CC(C)N(Cc1nc(-c2ccccc2)no1)C(=O)COc1ccccc1
→ 15	28
CN(C)Cc1c(O)c(Cl)cc2c3c(c(=O)oc12)CCCC3
→ -16	44
COc1ccc(N2CCN(C(=O)CCc3ccc(S(=O)(=O)NCC(C)C)cc3)CC2)cc1
→ 44	10
Cc1ccc(NC(=O)CCSc2nnc3ccccn23)cc1
→ 6	41
COC(=O)C1=C(CN2CCc3ccccc32)NC(=O)NC1c1cc(C)ccc1C (centres undefined)
→ 17	16
CC(NC(=O)c1cccs1)C(c1cccs1)N1CCN(Cc2ccccc2)CC1 (centres undefined)
→ -44	28
Cc1ccc(S(=O)(=O)Nc2ccc(N3CCOCC3)cc2)cc1
→ -38	25

Structural class: those above with a nitro group on carbon
Every second line gives: mHtt clearance	mHtt clearance grain fraction
COc1ccc(-c2cc(C3CCN(c4ccc(C(C)=O)cc4[N+](=O)[O-])CC3)[nH]n2)cc1
→ 20	30
CCN(CC)c1ccc(C2NCC(c3ccc([N+](=O)[O-])cc3)O2)cc1 (centres undefined)
→ -11	21
O=C(NCCc1cccs1)C1CC(c2ccc([N+](=O)[O-])cc2)=NO1 (centres undefined)
→ 13	34

Look-ups from the results shown:
COc1cccc(Nc2cc(C)nc3ccccc23)c1 | mHtt clearance grain fraction = 17
c1ccc(C(c2ccccc2)N2CCN(Cc3nnnn3C3CCCC3)CC2)cc1 | mHtt clearance = 23
CCCCOC1(c2ccccc2)NC(=S)NN=C1c1ccccc1 (centres undefined) | mHtt clearance grain fraction = 20

The listing continues.
Every second line gives: mHtt clearance	mHtt clearance grain fraction
O=C1C(Cl)=C(NCCCN2CCOCC2)C(=O)N1CCc1ccccc1
→ -7	20
Cn1c(C(=O)OC(C(=O)NC2CCCC2)c2cccnc2)cc2sccc21 (centres undefined)
→ -23	20
CCS(=O)(=O)N1CCCC(C(=O)NCCc2ccccc2)C1 (centres undefined)
→ -39	29
COc1ccc(N(CC(=O)NCc2ccccc2OC)S(=O)(=O)c2c(C)nn(C)c2C)cc1
→ -19	58
CC(NC(=O)c1ccccc1)c1nc2ccccc2n1Cc1ccccc1F (centres undefined)
→ -26	51
CCCCCOc1ccc(N2C(=O)CC(N(O)c3ccccc3)C2=O)cc1 (centres undefined)
→ 21	28

Only part of the results is shown; rates above refer to the full screens.
